Screens as filed in PubChem BioAssay.
tolC growth inh – E. coli tolC mutant growth inhibition | AID 573 | 2.2% of 65,000 active | growth inhibition, % at 10 µM (by protocol) | E. coli BW25113 tolC mutant growth, OD615;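 active means growth inhibition at or above a cutoff equal to the mean over every tested compound plus 3 SD, cut at about 60% in these data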;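 further: growth measured after 20 h incubation at 37 °C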
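Test system: tolC-deleted E. coli BW25113 | Medium: LB with kanamycin 50 µg/mL | Compound dosing: Single concentration, 10 µM final per compound | Schedule: 37 °C, 20 h exposure | Measured by: OD at 615 nm | Evaluation: Percent growth inhibition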
Ec RNAP inh – inhibitors of Escherichia coli RNA polymerase; E. coli RNA polymerase, fluorescence transcription assay; P0A8V2; AID 559; 0.2% of 62,000 active; inhibition, %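 (tested at 10 µM)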; in the data active means inhibition above about 20%;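 further: 0% = enzyme without compound and 100% = no enzyme blank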
CatB mix inh – human cathepsin B inhibition by mixtures. Purified cathepsin B, AMC dipeptide fluorescence, compound mixtures. inhibition, %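 (ten-compound pools at 5 µM per compound and 50 µM total)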. AID 488. 0.06% of 62,000 active; in the data active means inhibition above about 22%, passing the limit was not always enough;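 further: 0% = enzyme without compound and 100% = no enzyme blank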
AP ELISA ortho – orthogonal test for alternative complement pathway inhibitors. Human serum alternative complement pathway, LPS-coated ELISA, C3 deposition; tested in compound mixtures. inhibition, % at 5 µM. 0.08% of 62,000 active;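 active means inhibition above 30% in each of the two pooled mixtures holding the compound, so the lower value exceeds 30%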;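 further: 0% = serum in Mg-EGTA without compound and 100% = EDTA serum blank; some compounds past the cut are filed as inactive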
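Medium: diluted human serum in Mg2+-EGTA GVB++. Assay system: human serum complement alternative pathway, C3 deposition onto LPS. Also added: Plate-bound LPS. Technique: Anti-C3 ELISA, OD 450 nm. Measure: percent inhibition. Incubation: 1 h at 37 °C. Dosing: 5 µM each compound, pools of ten, 50 µM per pool.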
Hsp90 block – displaces geldanamycin probe from tumor Hsp90; P07900; 0.35% of 64,000 active; NCI-N417 lysate Hsp90, Cy3B-geldanamycin FP displacement; AID 429; inhibition, % at 30 µM;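 active means inhibition above 50%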;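 further: 0% = tracer plus lysate wells and 100% = tracer alone without lysate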
D1 allo mod – allosteric modulators of human D1 dopamine receptor; HEK293 D1, CRE-luciferase, dopamine EC30 potentiation; actives deviate in either direction; B-score at 10 µM; 5.9% of 58,000 active; AID 641;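 active means luminescence count or its row- and column-corrected plate score outside the 99.7% band of the plate's sample wells, on either side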
Target sequence (P21728 whole entry, looked up): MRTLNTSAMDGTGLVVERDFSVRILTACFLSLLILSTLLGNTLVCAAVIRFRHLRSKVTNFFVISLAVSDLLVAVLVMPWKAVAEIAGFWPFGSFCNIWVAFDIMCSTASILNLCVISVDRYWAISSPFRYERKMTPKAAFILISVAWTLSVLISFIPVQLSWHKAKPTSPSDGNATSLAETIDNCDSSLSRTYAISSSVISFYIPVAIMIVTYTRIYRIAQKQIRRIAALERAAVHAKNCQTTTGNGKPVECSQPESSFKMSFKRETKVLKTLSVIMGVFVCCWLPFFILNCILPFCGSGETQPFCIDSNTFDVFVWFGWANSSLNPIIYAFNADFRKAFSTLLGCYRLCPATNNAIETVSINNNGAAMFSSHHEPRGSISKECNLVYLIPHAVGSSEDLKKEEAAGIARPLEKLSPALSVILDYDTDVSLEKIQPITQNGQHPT
CatB inh – inhibitors of human cathepsin B. P07858. purified cathepsin B, fluorogenic substrate, fluorescence. inhibition, %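 (tested at 10 µM)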. 0.1% of 63,000 active; in the data active means inhibition above about 21%;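 further: 0% = enzyme with no compound and 100% = no enzyme blank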
MKP-1 inh – human dual specificity phosphatase 1 inhibition; P28562; recombinant MKP-1, OMFP hydrolysis fluorescence; inhibition, %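 (compounds tested at a single concentration somewhere between 10 and 100 µM)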; 0.15% of 65,000 active;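 active means inhibition above about 50%, limit read from the data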;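 further: 0% = DMSO max control wells and 100% = wells with enzyme stopped by NaOH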
Cdc25B inh – human M-phase inducer phosphatase 2 inhibition; P30305; recombinant Cdc25B, OMFP fluorescence Ex485/Em525; inhibition, %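 (compounds tested at 10 µM final in the well)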; 0.1% of 65,000 active; AID 368; in the data active means inhibition above about 50%
Target sequence (P30305 whole entry, looked up): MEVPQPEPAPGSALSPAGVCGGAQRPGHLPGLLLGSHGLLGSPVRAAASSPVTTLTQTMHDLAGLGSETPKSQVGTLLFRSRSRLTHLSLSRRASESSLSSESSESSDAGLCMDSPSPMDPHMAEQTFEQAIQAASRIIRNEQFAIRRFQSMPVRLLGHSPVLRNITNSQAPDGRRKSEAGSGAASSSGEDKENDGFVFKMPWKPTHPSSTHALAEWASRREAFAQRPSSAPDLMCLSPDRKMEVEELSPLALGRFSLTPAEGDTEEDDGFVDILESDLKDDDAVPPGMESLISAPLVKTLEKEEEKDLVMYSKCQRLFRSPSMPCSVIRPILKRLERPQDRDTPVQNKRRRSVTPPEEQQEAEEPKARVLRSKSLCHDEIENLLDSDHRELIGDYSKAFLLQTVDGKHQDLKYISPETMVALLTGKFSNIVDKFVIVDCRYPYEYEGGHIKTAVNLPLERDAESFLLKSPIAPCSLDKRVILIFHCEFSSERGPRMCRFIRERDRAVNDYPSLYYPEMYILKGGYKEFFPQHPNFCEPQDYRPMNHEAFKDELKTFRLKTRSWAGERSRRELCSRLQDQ
* = called active by the depositor; / = no result given.

1) O=C(CSc1nnc(Cc2cccs2)n1Cc1ccco1)Nc1cccc(Cl)c1
2) OCCNc1nc(-c2cccnc2)nc2ccccc12
3) Cc1ccccc1CN1C2=NCCN2c2ccccc21
4) Cc1cc(F)ccc1S(=O)(=O)Nc1ccccc1C(=O)Nc1ncn[nH]1
5) CC(C)Cn1c(SCC(=O)NC2CCCc3ccccc32)nc(O)cc1=O (stereo not drawn)
6) O=C(NCC(c1cccnc1)N1CCN(c2ccccc2F)CC1)c1ccccc1 (stereo not drawn)
7) O=C(NCCN1CCOCC1)c1ccc2c(c1)ncn2C1CCCC1
8) CCOC(=O)N1CCN(C(=O)CSCC(=O)N=c2sc3cc(OC)ccc3n2C)CC1
assay / compound,1,2,3,4,5,6,7,8
CatB inh,5,/,-3,-4,9,-1,0,1
Hsp90 block,1,3,-1,/,/,-3,-3,-3
Cdc25B inh,6,-1,-11,0,-3,-51,-12,-1
Ec RNAP inh,7,/,-4,6,7,1,0,13
tolC growth inh,8,-5,7,18,2,3,-24,10
D1 allo mod,-0.084,/,0.1,-1.2,0.56,0.023,-0.96,0.42
MKP-1 inh,-13,7,-22,4,5,-3,-1,31
CatB mix inh,5,/,-2,6,6,2,3,4
AP ELISA ortho,11,/,25,20,1,24,12,10

Individual results from the entries so far.
no. 1 | CatB inh: 5
no. 6 | AP ELISA ortho: 24

4 records drawn at random from those above, as already listed:
5) CC(C)Cn1c(SCC(=O)NC2CCCc3ccccc32)nc(O)cc1=O (stereo not drawn)
6) O=C(NCC(c1cccnc1)N1CCN(c2ccccc2F)CC1)c1ccccc1 (stereo not drawn)
7) O=C(NCCN1CCOCC1)c1ccc2c(c1)ncn2C1CCCC1
8) CCOC(=O)N1CCN(C(=O)CSCC(=O)N=c2sc3cc(OC)ccc3n2C)CC1
assay / compound,5,6,7,8
CatB inh,9,-1,0,1
Hsp90 block,/,-3,-3,-3
Cdc25B inh,-3,-51,-12,-1
Ec RNAP inh,7,1,0,13
tolC growth inh,2,3,-24,10
D1 allo mod,0.56,0.023,-0.96,0.42
MKP-1 inh,5,-3,-1,31
CatB mix inh,6,2,3,4
AP ELISA ortho,1,24,12,10

The list goes on:
9) Cc1ccc(C(=O)N2CCOCC2)cc1Cl
10) COc1cc(C)nc(Nc2nc(C)c(C(C)=O)s2)n1
11) CS(=O)(=O)c1nncn1-c1ccccc1
12) Cn1c(NC(=O)C2CCCO2)cc(=O)n(C)c1=O (stereo not drawn)
13) CCN1CCN(c2ncnc3c2cnn3-c2ccc(C)cc2C)CC1
14) Cc1nnc(Nc2ccc3c(c2)ncn3C)c2ccccc12
15) O=C(CSc1nnc(CNC(=O)c2ccccc2F)o1)c1ccc(Cl)cc1
16) Cc1nn(Cc2ccccc2)c(Cl)c1C(=O)NCc1ccc(C)n1C
assay / compound,9,10,11,12,13,14,15,16
CatB inh,-2,2,/,-1,-1,1,2,2
Hsp90 block,0,-3,-2,-4,0,-11,-5,-6
Cdc25B inh,-2,7,-5,-8,-11,2,1,-3
Ec RNAP inh,0,/,/,-5,10,3,6,0
tolC growth inh,-6,19,-13,-6,1,-9,4,-9
D1 allo mod,0.83,/,0.061,-0.19,-0.31,-1.5,0.5,1.1
MKP-1 inh,-4,3,10,-7,-14,-20,-2,1
CatB mix inh,7,/,/,-2,8,2,1,-7
AP ELISA ortho,-9,/,/,1,6,23,6,17

17) CCOC(=O)CNC(=O)CSc1nc2cccnc2n1C
18) CCc1ccc(-c2nn[nH]n2)cc1
19) COc1ccc(OC)c2[nH]c(=O)c(CCNC(=O)c3ccc(Br)o3)cc12
20) O=C(CNC(=O)c1ccc(Cl)cc1)NCCCn1ccnc1
21) c1ccc(-c2nnc(-c3ccco3)n2-c2ccccc2)cc1
22) COc1ccc(CCN(C(=O)c2ccc(F)cc2)C2=CC3CCC(C2)N3C)cc1OC (stereo not drawn)
23) COc1cccc(NS(=O)(=O)c2ccc3[nH]cc(C(=O)NCCCOC(C)C)c(=O)c3c2)c1
24) COc1ccc(COC(=O)c2ccc(N3CCCC3=O)cc2)cc1F
assay / compound,17,18,19,20,21,22,23,24
CatB inh,3,-1,/,-3,-1,5,-1,4
Hsp90 block,0,-1,0,1,2,1,-4,-3
Cdc25B inh,-1,1,-5,-9,-16,-9,17,-25
Ec RNAP inh,4,8,/,-1,-1,14,1,-2
tolC growth inh,-18,-14,9,10,0,4,22,4
D1 allo mod,/,-0.031,0.16,-0.32,1.6,-0.08,0.74,1.2
MKP-1 inh,4,-17,1,2,-13,-4,28,25
CatB mix inh,3,2,/,-1,-2,4,6,2
AP ELISA ortho,3,5,/,14,12,-5,22,18

25) COc1ccc(OCC(O)CNc2ccc(Br)cc2)cc1 (stereo not drawn)
26) COC(=O)c1sc(N)c(C(=O)OC)c1CSc1nc2sc3c(c2c(=O)n1C)CCC3
27) CC(C)n1c(SCc2ccccc2F)nc2c1c(=O)n(C)c(=O)n2C
28) C#CCN1C(=O)C(O)(CC(=O)c2ccc3c(c2)OCCO3)c2ccccc21 (stereo not drawn)
29) O=C(N1CCN(c2ccccc2)CC1)C(F)(F)C(F)F
30) CC(=O)Nc1nc2n(n1)C(c1ccccc1)C=C(c1ccccc1)N2 (stereo not drawn)
31) O=C(OCCN1CCCCC1)c1ccc(O)cc1
32) CC(=O)N1CCn2c3c(c(=O)c4cc(C)ccc42)CCC31 (stereo not drawn)
assay / compound,25,26,27,28,29,30,31,32
CatB inh,3,-3,1,1,2,5,-1,-1
Hsp90 block,-1,-3,-2,-1,/,-2,-1,-4
Cdc25B inh,-13,2,-20,-9,-10,-7,-4,-9
Ec RNAP inh,0,-11,6,10,6,3,/,/
tolC growth inh,73*,3,50,-4,-10,-20,-11,-13
D1 allo mod,1.8,0.023,1.1,-0.00072,/,3.4*,0.015,0.37
MKP-1 inh,10,33,-13,1,12,12,8,10
CatB mix inh,3,-4,4,1,5,-6,6,2
AP ELISA ortho,5,16,20,13,-21,6,-1,9

33) COC(=O)c1ccc(OC(=O)C2CC(=O)N(c3ccc(C)cc3C)C2)cc1 (stereo not drawn)
34) CCOc1ccccc1C(=O)Nc1nccs1
35) CCOC(=O)C1C(=O)NC(N2CCOCC2)=NC1C(C)C (stereo not drawn)
36) CCOC(=O)c1cccnc1SC(CC)C(=O)N1CCOCC1 (stereo not drawn)
37) CN1CCN(C(CNS(=O)(=O)c2ccc(Cl)cc2)c2cccnc2)CC1 (stereo not drawn)
38) CC(NC(=O)CN1CCC(C(N)=O)CC1)c1ccccc1 (stereo not drawn)
39) COC(=O)c1ccccc1NC(=O)CSc1nnnn1C1CCCCC1
40) CCn1cc(-c2cc(C(F)(F)F)n3nc(C(=O)O)cc3n2)c(C)n1
assay / compound,33,34,35,36,37,38,39,40
CatB inh,0,-7,1,7,6,-1,6,0
Hsp90 block,-2,-3,-1,1,-5,0,-1,-2
Cdc25B inh,-7,4,1,-3,-14,-2,-13,3
Ec RNAP inh,2,5,/,4,5,2,5,2
tolC growth inh,0,0,-20,-15,-21,-8,49,-5
D1 allo mod,-0.83,0.47,-0.42,0.69,/,-0.003,1.4,/
MKP-1 inh,-2,-14,-18,11,4,1,-8,26
CatB mix inh,-1,2,-1,5,-1,-5,4,3
AP ELISA ortho,16,4,3,7,3,-8,-8,13

41) CCOc1cc(-c2noc(CCC(=O)Nc3cccnc3)n2)ccc1OC
42) CCOC(=O)c1c(CN2CCCCC2)n(C)c2cc(Br)c(OC)cc12
43) O=C(Nc1nc2ccc(S(=O)(=O)N3CCCC3)cc2s1)C1CCCCC1
44) CCc1nc2cc(C)nn2c2nc3ccccc3n12
45) CCNC(=O)CC1C(=O)N(c2ccc(F)cc2)C(=O)N1CCc1ccc(OC)cc1 (stereo not drawn)
46) Cc1cc(NC(=O)CCC(=O)N(CC(=O)NC2CCCC2)c2ccc3c(c2)OCCO3)no1
47) Cc1cccc(N2C(=O)CC(N3CCN(c4cccc(C(F)(F)F)c4)CC3)C2=O)c1 (stereo not drawn)
48) O=C(c1ccccc1NS(=O)(=O)c1ccc(Br)s1)N1CCOCC1
assay / compound,41,42,43,44,45,46,47,48
CatB inh,-2,2,0,-2,-2,0,6,-1
Hsp90 block,0,-2,-3,-1,-6,-6,-3,-3
Cdc25B inh,3,3,3,23,-2,-6,-14,-1
Ec RNAP inh,-2,3,7,-2,7,12,1,9
tolC growth inh,4,3,9,-3,-6,-14,8,9
D1 allo mod,18*,0.48,2.4,/,0.34,/,0.27,0.19
MKP-1 inh,-9,-4,6,0,2,3,4,4
CatB mix inh,-3,-3,6,11,-1,4,4,-2
AP ELISA ortho,-7,2,1,23,1,5,12,2

49) O=c1[nH]c2ccc(S(=O)(=O)N3CCN(C4CCCCC4)CC3)cc2[nH]c1=O
50) O=C(Nc1cccc(-c2cn3cccnc3n2)c1)c1ccc(Br)o1
51) O=C(NCc1ccco1)C1c2ccccc2Oc2ccccc21
52) CCC(=O)N(Cc1cc(=O)[nH]c2ccccc12)C1CCCCC1
53) COc1ccc2[nH]cc(C(=O)CN3CCN(C(=O)c4ccco4)CC3)c2c1
54) CCS(=O)(=O)c1nc2ccccc2n1CC(=O)N1CCCCC1
55) COc1ccc(NC(=O)Nc2cccc(C)n2)cc1
56) Cc1ccc(N(CC(O)CN2CCCC2)S(=O)(=O)c2ccc(C)cc2)cc1 (stereo not drawn)
assay / compound,49,50,51,52,53,54,55,56
CatB inh,1,-4,5,/,0,-4,12,8
Hsp90 block,-1,-6,-8,-11,-6,-4,3,-1
Cdc25B inh,-6,-1,8,4,-9,-4,-22,-3
Ec RNAP inh,0,-8,16,/,3,11,6,13
tolC growth inh,-27,-14,5,6,-11,-14,1,-2
D1 allo mod,-0.3,0.75,-0.2,0.73,0.38,0.37,-0.0063,0.075
MKP-1 inh,1,12,3,-10,-16,-2,2,-15
CatB mix inh,0,-10,1,/,-2,6,5,0
AP ELISA ortho,-1,5,1,/,10,4,7,-3

Part of the list above in order of molecular weight, high to low:
49) O=c1[nH]c2ccc(S(=O)(=O)N3CCN(C4CCCCC4)CC3)cc2[nH]c1=O
53) COc1ccc2[nH]cc(C(=O)CN3CCN(C(=O)c4ccco4)CC3)c2c1
52) CCC(=O)N(Cc1cc(=O)[nH]c2ccccc12)C1CCCCC1
assay / compound,49,53,52
CatB inh,1,0,/
Hsp90 block,-1,-6,-11
Cdc25B inh,-6,-9,4
Ec RNAP inh,0,3,/
tolC growth inh,-27,-11,6
D1 allo mod,-0.3,0.38,0.73
MKP-1 inh,1,-16,-10
CatB mix inh,0,-2,/
AP ELISA ortho,-1,10,/

The listing picks up with the 3 entries that preceded the break.
54) CCS(=O)(=O)c1nc2ccccc2n1CC(=O)N1CCCCC1
55) COc1ccc(NC(=O)Nc2cccc(C)n2)cc1
56) Cc1ccc(N(CC(O)CN2CCCC2)S(=O)(=O)c2ccc(C)cc2)cc1 (stereo not drawn)
57) COc1ccc(-n2c(SCC(N)=O)nnc2-c2ccccc2F)cc1
58) COc1cc2c(cc1OC)CN(S(=O)(=O)c1ccc3c(c1)OCCO3)CC2
59) COc1cccc(-c2csc(N3CCN(CC(=O)Nc4ccc5c(c4)OCO5)CC3)n2)c1
60) Cc1cc(C)nc(N(C#N)CC(=O)Nc2ccccc2)n1
assay / compound,54,55,56,57,58,59,60
CatB inh,-4,12,8,2,2,-1,-1
Hsp90 block,-4,3,-1,0,-8,-3,-6
Cdc25B inh,-4,-22,-3,0,6,-3,-5
Ec RNAP inh,11,6,13,6,0,9,6
tolC growth inh,-14,1,-2,-7,-1,30,1
D1 allo mod,0.37,-0.0063,0.075,-0.25,5.3*,-2.2,-1.1
MKP-1 inh,-2,2,-15,-34,14,4,4
CatB mix inh,6,5,0,-4,-1,8,-1
AP ELISA ortho,4,7,-3,14,-9,12,0
